From PubChem
PvdQ inh = P. aeruginosa PvdQ acylase inhibitors, primary screen, biochemical, fluorescence, plate reader and imaging, single point; PvdQ acylase [Pseudomonas aeruginosa LESB58]; purified PvdQ acylase; inhibition, % at 10 µM; actives 0.063% (n = 340,000); AID 488965, 2010; in the data active = inhibition above about 30%, passing the limit was not always enough;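 note: 0% = vehicle neutral wells and 100% = reference inhibitor wells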
LANA DNA inh = inhibitors of KSHV C-LANA binding to DNA, primary screen, biochemical, fluorescence polarization, FAM-LBS DNA, MBP-C-LANA, single point; Kaposi's sarcoma herpesvirus LANA C-terminal domain (residues 932-1162) DNA binding; inhibition, % at 9 µM; actives 0.078% (n = 340,000); AID 504423, 2011;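 active = highest replicate inhibition at or above 60% at 9 µM, even if other replicates fall short; inactive = all replicates below 60% inhibition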;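 note: 0% = neutral control wells and 100% = 4 µM acridine orange control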
Rtt109 Vps75 = inhibitors of C. albicans Rtt109/Vps75 HAT, primary screen, biochemical, ThioGlo CoA-SH fluorescence, plate reader | purified Rtt109/Vps75, 4 h | Histone acetyltransferase RTT109 (Candida albicans (strain SC5314 / ATCC MYA-2876)), … | actives 0.16% (n = 330,000) | inhibition, % at 34.9 µM | AID 540336, 2011;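 active = inhibition of at least 50% in every replicate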
dFosB act = activators of delta FosB homodimer, primary screen, biochemical, fluorescence polarization, TAMRA-CDK5 oligo, single point; Protein FosB (Mus musculus), P13346; purified delta FosB; percent of positive-control signal above neutral wells; activation, % at 25 µM; actives 0.99% (n = 340,000);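 active = mean activation above about 17%, with every replicate also reaching it, limit read from the data, passing the limit was not always enough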;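 note: fluorescence polarization rise as delta FosB binds a TAMRA Cdk5 AP-1 oligo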
cardiac RTF act = cardiac RTF calcium sensitivity activators, primary screen, biochemical, IANBD-TnC fluorescence, EC20 calcium; Troponin I, cardiac muscle (Homo sapiens) + Troponin T, cardiac muscle (Homo sapiens) + …; IANBD-labeled TnC RTF fluorescence at EC20 calcium; 0% EC20 calcium, 100% full calcium; activation, % at 7.2 µM; actives 0.24% (n = 340,000);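 active = activation above the mean over all tested compounds plus 3 SD, cut at about 30% in these data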;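 note: rise in fluorescence read as greater calcium sensitivity of cardiac thin filaments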
NSD2 inh = NSD2 histone methyltransferase inhibitors, primary screen, biochemical, AlphaScreen, single concentration, set 2. Histone-lysine N-methyltransferase NSD2 (Homo sapiens), O96028. inhibition, % at 12.5 µM. actives 0.54% (n = 310,000). NSD2 peptide methylation, 120 min; in the data active = inhibition above about 50%
Target sequence (O96028 whole entry, looked up): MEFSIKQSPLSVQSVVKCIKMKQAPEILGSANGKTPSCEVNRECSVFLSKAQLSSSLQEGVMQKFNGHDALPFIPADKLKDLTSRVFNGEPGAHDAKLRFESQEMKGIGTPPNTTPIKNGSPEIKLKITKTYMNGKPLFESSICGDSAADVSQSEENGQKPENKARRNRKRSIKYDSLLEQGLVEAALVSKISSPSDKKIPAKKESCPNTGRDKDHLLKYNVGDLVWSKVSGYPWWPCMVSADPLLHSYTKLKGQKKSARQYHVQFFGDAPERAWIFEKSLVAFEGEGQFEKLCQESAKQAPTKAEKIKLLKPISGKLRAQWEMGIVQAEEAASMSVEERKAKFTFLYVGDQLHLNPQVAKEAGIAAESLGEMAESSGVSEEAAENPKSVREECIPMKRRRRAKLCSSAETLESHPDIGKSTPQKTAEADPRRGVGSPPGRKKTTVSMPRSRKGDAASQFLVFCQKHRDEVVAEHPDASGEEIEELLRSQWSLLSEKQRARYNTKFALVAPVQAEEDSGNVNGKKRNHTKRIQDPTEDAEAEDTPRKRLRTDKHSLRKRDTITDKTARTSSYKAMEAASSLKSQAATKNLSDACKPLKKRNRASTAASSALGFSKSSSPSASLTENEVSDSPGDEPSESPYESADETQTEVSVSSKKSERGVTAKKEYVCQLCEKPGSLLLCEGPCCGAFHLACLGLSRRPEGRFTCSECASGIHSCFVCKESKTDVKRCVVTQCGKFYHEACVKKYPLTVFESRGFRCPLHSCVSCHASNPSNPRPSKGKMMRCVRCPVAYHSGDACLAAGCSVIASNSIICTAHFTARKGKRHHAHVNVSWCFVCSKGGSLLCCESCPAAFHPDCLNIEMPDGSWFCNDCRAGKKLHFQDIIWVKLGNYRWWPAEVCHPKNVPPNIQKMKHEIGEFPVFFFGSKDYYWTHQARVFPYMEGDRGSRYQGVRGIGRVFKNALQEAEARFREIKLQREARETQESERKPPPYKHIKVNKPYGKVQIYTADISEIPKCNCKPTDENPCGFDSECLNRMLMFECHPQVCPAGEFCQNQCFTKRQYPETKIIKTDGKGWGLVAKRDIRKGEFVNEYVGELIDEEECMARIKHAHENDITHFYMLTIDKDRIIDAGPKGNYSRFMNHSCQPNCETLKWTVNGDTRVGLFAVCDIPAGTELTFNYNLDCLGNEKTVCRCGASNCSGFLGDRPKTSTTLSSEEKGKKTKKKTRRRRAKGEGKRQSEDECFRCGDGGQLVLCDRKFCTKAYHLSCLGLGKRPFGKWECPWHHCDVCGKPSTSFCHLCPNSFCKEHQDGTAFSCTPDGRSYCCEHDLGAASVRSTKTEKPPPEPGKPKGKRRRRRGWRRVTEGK
SUMO Mot1 rescue = yeast Mot1-301 growth rescue at high temperature, primary screen, SUMOylation pathway inhibitor project, S. cerevisiae, ATP luminescence, 38.5C | S. cerevisiae Mot1-301 growth rescue; percent above DMSO median, 100 means doubled | growth rescue, % at 18.8 µM | actives 1% (n = 320,000);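 active = every valid replicate shows activation above 250% relative to neutral control wells; inactive = the rest, any valid replicate at or below 250%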;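 note: OY570 slx delta 5 strain wells were the positive control but not used for scaling; some compounds called inactive have numbers as strong as hits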
Keap1-Nrf2 PPI = Keap1-Nrf2 protein-protein interaction inhibitors, primary screen, biochemical, fluorescence polarization, single point; Keap1 Kelch-Nrf2 peptide fluorescence polarization, 1536-well; inhibition, % at 9.4 µM; actives 0.15% (n = 340,000); AID 504523, 2011; in the data active = inhibition above about 12%;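 note: human Keap1 Kelch domain with fluorescein labeled Nrf2 9mer peptide probe; 0% = neutral control wells and 100% = peptide positive control; higher means more block of Keap1 binding to Nrf2 peptide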
PfHsp90 yeast 2 = growth inhibition of PfHsp90-expressing yeast, primary screen, antimalarial PfHsp90 inhibitor project, S. cerevisiae, BacTiter-Glo luminescence, single point, set 2; actives 0.32% (n = 310,000); BacTiter-Glo ATP, 48 h; yeast lacking PDR1 and PDR3 efflux regulators; AID 504621, 2011; inhibition, % at 9.4 µM;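 active = every replicate shows inhibition above about 80%, whatever the replicate mean, limit read from the data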;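 note: 0% = DMSO neutral controls and 100% = 20 µM radicicol positive controls; yeast relying on Plasmodium falciparum Hsp90 in place of its own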
CDK5 inh = inhibitors of human CDK5/p35 kinase, primary screen, biochemical, single concentration; actives 0.01% (n = 330,000); Recombinant CDK5/p35, ADP-Glo luminescence, 60 min; inhibition, % at 10 µM; AID 488839, 2010;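 active = highest replicate inhibition of at least 50% and at least 75% of replicates reaching 50%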;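 note: plate controls were DMSO neutral control for no effect and GW8510 at 10 µM for full effect; many of its hits are not listed in these tables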
RTF Ca sens inh = cardiac RTF calcium sensitivity inhibitors, primary screen, biochemical, IANBD-TnC fluorescence, EC70 calcium. Troponin I, cardiac muscle (Homo sapiens) + Troponin T, cardiac muscle (Homo sapiens) + …. IANBD-labeled cardiac RTF, Ca2+ fluorescence. inhibition, % at 7.15 µM. actives 0.12% (n = 340,000). AID 493244, 2011;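 active = inhibition above the mean inhibition of all tested compounds plus 3 SD, cut at about 17% in these data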;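 note: assay run at fixed EC70 calcium of 1.6 mM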
An asterisk follows results filed as active. Rows are unselected; any-hit rate near 3.2%.

What do the screens show for `Cc1ccc(S(=O)(=O)N(C)C)cc1NC(=O)CSc1nc2ncc(Cl)cc2[nH]1`?
PvdQ inh: -12; LANA DNA inh: 1.7; Rtt109 Vps75: 2; dFosB act: -13; cardiac RTF act: 0; NSD2 inh: 2; Keap1-Nrf2 PPI: 1; PfHsp90 yeast 2: 13; CDK5 inh: 1.0; RTF Ca sens inh: 5

How did Cc1occc1C(=O)NNC(=O)C1CC1 do in these assays?
PvdQ inh: -2; LANA DNA inh: 0.8; Rtt109 Vps75: 11; dFosB act: 2; cardiac RTF act: -3; SUMO Mot1 rescue: 11; Keap1-Nrf2 PPI: 5; PfHsp90 yeast 2: 4; CDK5 inh: -0.2; RTF Ca sens inh: 0

Results for O=C(NCCc1ccccc1)c1ccc(Cl)nc1 ?
PvdQ inh: 0; LANA DNA inh: 0.7; Rtt109 Vps75: 2; dFosB act: 3; cardiac RTF act: 17; NSD2 inh: -5; SUMO Mot1 rescue: -3; Keap1-Nrf2 PPI: -5; PfHsp90 yeast 2: 1; CDK5 inh: 0.1; RTF Ca sens inh: 0

What do the screens show for `NC(=O)Cn1cc(/C=N\NS(=O)(=O)c2ccccc2)c2ccccc21`?
PvdQ inh: 7; LANA DNA inh: -0.5; Rtt109 Vps75: 21; dFosB act: 2; cardiac RTF act: -2; NSD2 inh: 4; SUMO Mot1 rescue: -27; Keap1-Nrf2 PPI: -2; PfHsp90 yeast 2: -6; CDK5 inh: -0.9; RTF Ca sens inh: -1

Results for COc1ccccc1N1CCN(C(=O)C2CC=CCC2C(=O)O)CC1 (stereo not given) ?
PvdQ inh: -18; LANA DNA inh: -0.3; Rtt109 Vps75: 7; dFosB act: 4; cardiac RTF act: 4; NSD2 inh: 0; SUMO Mot1 rescue: 16; Keap1-Nrf2 PPI: 1; PfHsp90 yeast 2: -31; CDK5 inh: -1.8; RTF Ca sens inh: -2

How did Cc1ccc(OC(C)C(=O)Nc2ncc(Cl)cc2Cl)c([N+](=O)[O-])n1 (stereo not given) do in these assays?
PvdQ inh: -12; LANA DNA inh: -2.0; Rtt109 Vps75: -3; dFosB act: -5; cardiac RTF act: 11; NSD2 inh: -1; SUMO Mot1 rescue: 59; Keap1-Nrf2 PPI: -1; PfHsp90 yeast 2: -11; CDK5 inh: 2.6; RTF Ca sens inh: -4

Results for COc1cccc(CNn2cnnc2)c1OCc1ccc(F)cc1 ?
PvdQ inh: -8; LANA DNA inh: 0.4; Rtt109 Vps75: -5; dFosB act: 4; cardiac RTF act: 6; NSD2 inh: 1; SUMO Mot1 rescue: 5; Keap1-Nrf2 PPI: 1; CDK5 inh: 0.2; RTF Ca sens inh: 0

How did O=C1CC(c2c(F)cccc2Cl)C2=C(COC2=O)N1 (stereo not given) do in these assays?
PvdQ inh: -9; LANA DNA inh: -1.9; Rtt109 Vps75: -2; dFosB act: 2; cardiac RTF act: 0; NSD2 inh: -1; SUMO Mot1 rescue: 609; Keap1-Nrf2 PPI: 4; CDK5 inh: -0.1; RTF Ca sens inh: -4

What do the screens show for `CCCCc1cc(=O)oc2cc(C)cc(OCc3nn[nH]n3)c12`?
PvdQ inh: -2; LANA DNA inh: 0.6; Rtt109 Vps75: 7; dFosB act: -3; cardiac RTF act: -1; NSD2 inh: 0; SUMO Mot1 rescue: 64; Keap1-Nrf2 PPI: -3; PfHsp90 yeast 2: -10; CDK5 inh: -3.9; RTF Ca sens inh: -6

What do the screens show for `CC(C)C(=O)Nc1cc(=O)[nH]c2ncnn12`?
PvdQ inh: -6; LANA DNA inh: -1.4; Rtt109 Vps75: 6; dFosB act: -2; cardiac RTF act: 6; NSD2 inh: 13; SUMO Mot1 rescue: -18; Keap1-Nrf2 PPI: -3; CDK5 inh: -0.9; RTF Ca sens inh: -9

Results for COc1ccc(-c2nc(SCC(=O)Nc3c(F)cccc3F)n[nH]2)cc1 ?
PvdQ inh: -1; LANA DNA inh: -0.4; Rtt109 Vps75: 5; dFosB act: -9; cardiac RTF act: 0; NSD2 inh: 1; SUMO Mot1 rescue: 143; Keap1-Nrf2 PPI: -7; PfHsp90 yeast 2: 7; CDK5 inh: 7.5; RTF Ca sens inh: -5

How did Nc1nc(-c2ccc([N+](=O)[O-])cc2)c(C(=O)Nc2ccc(Cl)cc2)s1 do in these assays?
PvdQ inh: 0; LANA DNA inh: -0.7; Rtt109 Vps75: 0; dFosB act: 2; cardiac RTF act: -1; NSD2 inh: 3; SUMO Mot1 rescue: 9; Keap1-Nrf2 PPI: 0; PfHsp90 yeast 2: -6; CDK5 inh: -3.9; RTF Ca sens inh: -8

What do the screens show for `COc1ccc(NC(=O)c2ccccc2NC(=O)C2CC=CCC2C(=O)O)cc1` (stereo not given)?
PvdQ inh: -11; LANA DNA inh: 0.6; Rtt109 Vps75: 6; dFosB act: -8; cardiac RTF act: 3; NSD2 inh: -1; SUMO Mot1 rescue: 5; Keap1-Nrf2 PPI: -4; PfHsp90 yeast 2: -5; CDK5 inh: 1.2; RTF Ca sens inh: -9

Results for O=C1CCC(C(=O)OCc2ccccc2)N1 (stereo not given) ?
PvdQ inh: 4; LANA DNA inh: -1.6; Rtt109 Vps75: 0; dFosB act: 1; cardiac RTF act: 1; NSD2 inh: -1; SUMO Mot1 rescue: -17; Keap1-Nrf2 PPI: -5; PfHsp90 yeast 2: 3; CDK5 inh: 0.2; RTF Ca sens inh: -4

How did CCn1c2c(c3cc(Br)ccc31)CCC/C2=N\O do in these assays?
PvdQ inh: -6; LANA DNA inh: -0.1; Rtt109 Vps75: -3; dFosB act: 2; cardiac RTF act: -4; NSD2 inh: 1; SUMO Mot1 rescue: 36; Keap1-Nrf2 PPI: -4; PfHsp90 yeast 2: -7; CDK5 inh: 2.0; RTF Ca sens inh: -2

What do the screens show for `CCN(c1ccccc1)c1ncnc2c1cnn2-c1ccccc1`?
PvdQ inh: -13; LANA DNA inh: -0.4; Rtt109 Vps75: -17; dFosB act: -13; cardiac RTF act: -3; SUMO Mot1 rescue: -10; Keap1-Nrf2 PPI: -2; PfHsp90 yeast 2: -33; CDK5 inh: -2.3; RTF Ca sens inh: -10

What do the screens show for `O=C(CN(C(=O)c1ccccc1Cl)N1C(=O)C2C3C=CC(C3)C2C1=O)c1cccs1` (stereo not given)?
PvdQ inh: -11; LANA DNA inh: -0.9; Rtt109 Vps75: -6; dFosB act: -4; cardiac RTF act: 6; NSD2 inh: -21; SUMO Mot1 rescue: 8; Keap1-Nrf2 PPI: -2; PfHsp90 yeast 2: 21; CDK5 inh: 0.4; RTF Ca sens inh: -8

How did COc1cc(CN2CCN(c3ccccc3C)CC2)cc([N+](=O)[O-])c1O do in these assays?
PvdQ inh: -10; LANA DNA inh: -2.7; Rtt109 Vps75: 10; dFosB act: 0; cardiac RTF act: 0; NSD2 inh: 6; SUMO Mot1 rescue: -3; Keap1-Nrf2 PPI: 5; PfHsp90 yeast 2: -56; CDK5 inh: 0.7; RTF Ca sens inh: 11

How did c1ccc(-c2nnc(-c3ccccc3)c(-c3c[nH]c4ccccc34)n2)cc1 do in these assays?
PvdQ inh: -8; LANA DNA inh: 1.4; Rtt109 Vps75: 3; dFosB act: -4; cardiac RTF act: -2; NSD2 inh: 1; SUMO Mot1 rescue: 0; Keap1-Nrf2 PPI: 5; PfHsp90 yeast 2: 16; CDK5 inh: 0.0; RTF Ca sens inh: -10

How did COc1ccc2[nH]c(=O)c(CN(CCO)C(=O)NCc3ccccc3)cc2c1 do in these assays?
PvdQ inh: 3; LANA DNA inh: 1.9; Rtt109 Vps75: -4; dFosB act: -4; cardiac RTF act: 1; NSD2 inh: 0; SUMO Mot1 rescue: 5; Keap1-Nrf2 PPI: -9; PfHsp90 yeast 2: -15; CDK5 inh: 4.0; RTF Ca sens inh: 2

What do the screens show for `COc1cccc(CN(C(=O)c2cnccn2)C(C(=O)NC2CCCCC2)c2cc(OC)c(OC)c(OC)c2)c1` (stereo not given)?
PvdQ inh: -5; LANA DNA inh: -0.2; Rtt109 Vps75: -1; dFosB act: -10; cardiac RTF act: -4; NSD2 inh: 3; SUMO Mot1 rescue: -4; Keap1-Nrf2 PPI: 1; PfHsp90 yeast 2: -4; CDK5 inh: 0.7; RTF Ca sens inh: -30

How did O=C(NNC(=S)Nc1ccc(F)cc1)C1CC1c1ccc(Cl)cc1 (stereo not given) do in these assays?
PvdQ inh: 10; LANA DNA inh: -0.1; Rtt109 Vps75: 1; dFosB act: -1; cardiac RTF act: 7; NSD2 inh: 1; SUMO Mot1 rescue: 0; Keap1-Nrf2 PPI: 2; PfHsp90 yeast 2: -12; CDK5 inh: 1.2; RTF Ca sens inh: 9

What do the screens show for `O=C(COn1nnc2ccc(Cl)cc21)Nc1ccc(F)cc1`?
PvdQ inh: -14; LANA DNA inh: 0.5; Rtt109 Vps75: 6; dFosB act: -10; cardiac RTF act: 10; NSD2 inh: -6; SUMO Mot1 rescue: 279; Keap1-Nrf2 PPI: -10; PfHsp90 yeast 2: -1; CDK5 inh: 0.4; RTF Ca sens inh: -13

How did Cc1[nH]c(=O)nc(SCc2ccc(Cl)c(Cl)c2)c1C#N do in these assays?
PvdQ inh: 0; LANA DNA inh: 1.7; Rtt109 Vps75: 15; dFosB act: -4; cardiac RTF act: -5; NSD2 inh: -3; SUMO Mot1 rescue: -1; Keap1-Nrf2 PPI: -4; PfHsp90 yeast 2: 15; CDK5 inh: -0.8; RTF Ca sens inh: -10

Retrieved one by one from above (2):
How did COc1ccc2[nH]c(=O)c(CN(CCO)C(=O)NCc3ccccc3)cc2c1 do in these assays?
PvdQ inh: 3; LANA DNA inh: 1.9; Rtt109 Vps75: -4; dFosB act: -4; cardiac RTF act: 1; NSD2 inh: 0; SUMO Mot1 rescue: 5; Keap1-Nrf2 PPI: -9; PfHsp90 yeast 2: -15; CDK5 inh: 4.0; RTF Ca sens inh: 2

How did c1ccc(-c2nnc(-c3ccccc3)c(-c3c[nH]c4ccccc34)n2)cc1 do in these assays?
PvdQ inh: -8; LANA DNA inh: 1.4; Rtt109 Vps75: 3; dFosB act: -4; cardiac RTF act: -2; NSD2 inh: 1; SUMO Mot1 rescue: 0; Keap1-Nrf2 PPI: 5; PfHsp90 yeast 2: 16; CDK5 inh: 0.0; RTF Ca sens inh: -10
